# Bioassay records deposited in PubChem BioAssay by Small Molecule Screening Facility, UW Madison.
# RMI-FANCM inh: disruptors of RMI1/RMI2 association with MM2 peptide – biochemical, fluorescence polarization, human, primary screen | RMI core complex (RMI1/RMI2) binding to FANCM MM2 peptide, human | RMI core complex with F-MM2 peptide; hits give low values | FP signal (polarization) at 33 µM | 70,000 compounds, 0.58% hits | AID 1159607, 2016; in the data active = FP signal below about 40; note: inactives centre near 61; strong numbers were not always called active; unit not given here
# Active calls of the source: *; & = joins results of further samples. These rows are one share of the data. The share of hits here may be higher or lower than overall.
molecule | RMI-FANCM inh
CCOC(=O)c1c(NC(=O)c2ccc(S(=O)(=O)N3CCCCC3)cc2)sc2c1CCC2 | 74
CCOC(=O)N1CCN(c2nc3ccc(F)cc3s2)CC1 | 55
CCOC(=O)c1nn(-c2ccccc2)c(=O)cc1NC(=O)c1ccc(Br)o1 | 53
CCOc1ccc(-c2noc(-c3sccc3S(=O)(=O)N(C)c3ccc(CC)cc3)n2)cc1 | 66
Cc1ccc(NC(=O)c2csc(Nc3ccc(S(C)(=O)=O)cc3)n2)cc1C | 70
CSc1sc(C(N)=S)c(C)c1C(C)=O | 60
Cc1nn(C2CCS(=O)(=O)C2)c2nc(-c3cccs3)cc(C(=O)N3CCc4ccccc43)c12 (configuration not stated) | 85
O=C(NCc1ccccc1)C(=O)NCC(c1ccsc1)N1CCOCC1 (configuration not stated) | 54
N/C(=N/OC(=O)c1csc([N+](=O)[O-])c1)c1cc(C(F)(F)F)cc(C(F)(F)F)c1 | 44
Cc1ccc(S(=O)(=O)Nc2ccccc2C(=O)Nc2nc3c(C)ccc(C)c3s2)cc1 | 59
COc1ccc2sc(N(Cc3cccnc3)C(=O)c3cccc(F)c3)nc2c1 | 59
O=C(COc1coc(CN2CCN(c3ccccc3F)CC2)cc1=O)N1CCc2ccccc21 | 71
COc1ccccc1NC(=O)NCC(c1ccc2c(c1)CCN2C)N1CCN(C)CC1 (configuration not stated) | 62
COc1ccc(-c2ccc(=O)n(Cc3nc(-c4cccc(C(F)(F)F)c4)no3)n2)cc1OC | 67
CCOC(=O)c1oc2ccccc2c1NC(=O)c1cccc(N2C(=O)CCC2=O)c1 | 74
c1ccc(-c2nnc(-c3ccncc3)o2)cc1 | 63
CCOC(=O)c1c(NC(=S)N2CCCc3ccccc32)sc2c1CCN(C(=O)OCC)C2 | 54&62
Cc1ccc2nc(NC(=O)c3cccs3)sc2c1 | 62
COc1cc(C(=O)NN=C(N)c2ccccn2)cc(OC)c1OC | 56
O=C(NCCN1CCN(c2ccc(F)cc2)CC1)C1CC1 | 64
CCOC(=O)c1ccccc1NC(=O)CSc1nnc(C)c2cnn(-c3ccccc3OC)c12 | 63
COc1ccc(CNC(=O)NCCOc2cc(C)cc(C)c2)cc1OC | 61
Cc1cccc(CC(=O)Nc2ccc3c(c2)CN(C(=O)C(C)C)CC3)c1 | 69
O=C(O)c1ccc(S(=O)(=O)NCC2CCCO2)cc1 (configuration not stated) | 64
CS(=O)(=O)c1cccc(-c2nnc(NC(=O)c3ccc(C(=O)c4ccccc4)cc3)o2)c1 | 63

# Some of the entries above, set out differently:
Molecule: COc1ccccc1NC(=O)NCC(c1ccc2c(c1)CCN2C)N1CCN(C)CC1 (configuration not stated)
- RMI-FANCM inh = 62
Molecule: COc1ccc(-c2ccc(=O)n(Cc3nc(-c4cccc(C(F)(F)F)c4)no3)n2)cc1OC
- RMI-FANCM inh = 67
Molecule: CCOC(=O)c1oc2ccccc2c1NC(=O)c1cccc(N2C(=O)CCC2=O)c1
- RMI-FANCM inh = 74
Molecule: c1ccc(-c2nnc(-c3ccncc3)o2)cc1
- RMI-FANCM inh = 63

# Following part:
molecule | RMI-FANCM inh
O=C(/C=C/c1ccc2c(c1)OCO2)N(Cc1cccnc1)c1nc2c(F)cccc2s1 | 70
Cc1cccc(OCC(=O)Nc2ccc3c(c2)C(=O)NCCO3)c1 | 61
CC(C)C(=O)Nc1ccc(SCC(=O)NCc2ccc3c(c2)OCO3)nn1 | 69
COCCCNC(=O)C(=O)Nc1cccc(F)c1 | 52
O=C(CCl)Nn1cnc2c(cnn2-c2cccc(Cl)c2)c1=O | 64
COc1ccc2c(CC(=O)N3c4ccccc4CC3C)cc(=O)oc2c1 (configuration not stated) | 63
O=C(Cc1csc(SCC(=O)c2ccccc2)n1)NCc1ccco1 | 64
COc1ccc2nc(-c3cccc(NC(=O)c4ccc(Cl)cc4Cl)c3)cn2n1 | 73
O=C(NCCCN1CCCC1=O)C(=O)NCC(c1ccco1)N1CCN(c2ccc(F)cc2)CC1 (configuration not stated) | 55
Cc1nc2sc(C)c(C)n2c(=O)c1NC(=O)C1CC1 | 65&62
Cc1nn(C(=O)c2cccc([N+](=O)[O-])c2C)c(C)c1S(=O)(=O)N1CCOCC1 | 53
Cc1cccc(C)c1NC(=O)CN1CCN(CCCC(c2ccc(F)cc2)c2ccc(F)cc2)CC1 | 64
NC(=NCc1ccc(Cl)c(Cl)c1)NC(=O)c1nc(Cl)c(N)nc1N | 80
O=C(NCCn1ncc2c(N3CCCC3)ncnc21)c1ccccc1F | 66
O=C(NCC(c1ccco1)N1CCN(c2ccccc2F)CC1)C1CCCCC1 (configuration not stated) | 55
O=C(NNS(=O)(=O)c1ccc(Cl)cc1)c1ccc([N+](=O)[O-])cc1 | 58
Cc1cc(=O)[nH]c(-n2ncc(C(=O)Nc3cccc(C(F)(F)F)c3)c2C)n1 | 60
Cc1nc(C)c(-c2ccn(S(=O)(=O)c3cc(C(F)(F)F)cc(C(F)(F)F)c3)n2)o1 | 50
COc1ccc(/C=C2\CC/C(=C\c3ccc(OC)c(OC)c3)C2=O)cc1OC | 85
CC12CCC(C(=O)NCc3ccc4c(c3)OCO4)(C(=O)C1=O)C2(C)C (configuration not stated) | 59
COc1cccc(-c2cc(=O)[nH]c(SCc3nc(-c4cc(OC)c(OC)c(OC)c4)no3)n2)c1 | 64
O=C(Cn1nc(C2CC2)c2cnn(-c3ccccc3)c2c1=O)NCc1ccc2c(c1)OCO2 | 133
CCS(=O)(=O)N1CCc2ccc(NC(=O)C3CC3)cc2C1 | 62
COc1cc(NS(=O)(=O)c2ccc(NC(=O)Cc3ccccc3)cc2)nc(OC)n1 | 63
Cc1ccc(Cn2c(SCc3cc(=O)n4cc(Cl)ccc4n3)nc3ccsc3c2=O)cc1 | 60

# Filtered by structure, the compounds so far containing an NH in an aromatic ring (two)
molecule | RMI-FANCM inh
Cc1cc(=O)[nH]c(-n2ncc(C(=O)Nc3cccc(C(F)(F)F)c3)c2C)n1 | 60
COc1cccc(-c2cc(=O)[nH]c(SCc3nc(-c4cc(OC)c(OC)c(OC)c4)no3)n2)c1 | 64

# Continued:
molecule | RMI-FANCM inh
CC(C)=NNC(=O)COc1ccccc1C | 62
CSc1ccccc1NC(=O)C(=O)NCCN1CCN(c2ccc(F)cc2)CC1 | 63
O=S(=O)(c1ccc2ccccc2c1)N1CCN(c2ccc(Cl)c(Cl)c2)CC1 | 71
CCNc1nc(NCC)n2c(SCC(=O)Nc3cc(=O)n(C)c(=O)n3C)nnc2n1 | 38
C=CCn1c(Cl)c(/C=N\NC(=O)Cc2ccccc2)sc1=O | 60
CCc1ccc(N2C(=O)C3N=NN(Cc4nc(-c5cccc(Cl)c5)oc4C)C3C2=O)cc1 (configuration not stated) | 61
Cc1cc(N/N=C/c2ccncc2)c([N+](=O)[O-])cc1[N+](=O)[O-] | 58
Cc1cc(C)c(C)c(S(=O)(=O)N2CCCCC2C)c1C (configuration not stated) | 59
CCOc1ccccc1-n1nnc(C(=O)OCc2nc(-c3cccc(Cl)c3)oc2C)c1C | 73
Cc1nc2ccccc2c(=O)n1-c1cccc(NC(=O)c2ccccc2C(F)(F)F)c1 | 55
Brc1ccc2[nH]c3ccccc3c2c1 | 60&57
COc1ccc2nc(-c3ccc(NS(=O)(=O)c4cc(C)c(OC)cc4C)cc3)cn2n1 | 78
CCO/C(C)=C1/SC(=S)NC1=O | 64
COCC(C)Nc1ncnc2c1cnn2-c1ccc(Cl)c(Cl)c1 (configuration not stated) | 59
Cc1csc(SCCCNC(=O)Nc2cc(C)on2)n1 | 51
CC(C)NC(=O)Cn1c(-c2cccnc2)nc2ccccc21 | 59
CS(=O)(=O)N1CCC(C(=O)Nc2sccc2C(N)=O)CC1 | 66
CC(C)(C)c1csc(CN2CCN(CC(=O)N3CCOCC3)CC2)n1 | 60
Cc1ccc(C)c(S(=O)(=O)Nc2ccc3c(c2)NC(=O)C(C)(C)CO3)c1 | 64
Fc1ccccc1-c1nnc2sc(/C=C/c3cccs3)nn12 | 64
Cc1nn(C2CCS(=O)(=O)C2)c(C)c1S(=O)(=O)Nc1ccc2c(c1)OCCO2 (configuration not stated) | 55
O=C(O)Cc1ccc(C(=O)CSc2ccccc2)s1 | 54
Cc1cc(NS(=O)(=O)N(C)C)no1 | 63
CCOc1ccc(-c2cn3c(CC(=O)NC(C)CC)csc3n2)cc1 (configuration not stated) | 62
Cn1c(=O)c2c(nc([N+](=O)[O-])n2Cc2ccc(F)cc2)n(C)c1=O | 59

# (listing goes on)
SMILES	RMI-FANCM inh
Cc1cc(OCC(=O)c2ccc(C(F)(F)F)cc2)n2cnnc2n1	54
CCOc1ccc(C(=O)Nc2ccc3c(c2)CN(S(=O)(=O)c2cccs2)CC3)cc1	88
CCc1cc(C(=O)c2ccc(OC)cc2)c(NC(=O)c2ccc(C(F)(F)F)cc2)s1	52
O=C(c1ccc2c(c1)OCO2)c1cn(Cc2ccccc2)c2cc3c(cc2c1=O)OCO3	79
Cc1nnc(NC(=O)Cc2cc(-c3cccs3)on2)s1	45
O=C(O)Cc1cc(=O)[nH]c(SCc2ccccc2)n1	60
COC(=O)CSC1=C(C#N)C(c2ccsc2)CC(=O)N1 (configuration not stated)	62
CC(=O)/C=C/c1ccc(OC(F)F)cc1	52
O=C(Nc1cccc(COC(=O)c2ccccc2)c1)c1ccccc1	63
Cc1ccnc(NS(=O)(=O)c2ccc(NC(=O)c3cc(-c4cccs4)nc4ccccc34)cc2)n1	71
Cc1cc(C)c(C#N)c(Sc2ncnc3sc4c(c23)CCCC4)n1	57
CCOC(=O)c1[nH]c2ccccc2c1N	64
COc1ccccc1NC(=O)Nc1nc(CC(=O)Nc2nc(C)cs2)cs1	58
O=C(CSc1nc(-c2ccccc2)cs1)NCc1ccco1	76
CC1(C)CC(=O)c2c(nc(SCC(=O)Nc3cccc(C(F)(F)F)c3)c(C#N)c2-c2ccccc2)C1	100
COC(=O)c1ccccc1NC(=O)CSc1nnc(C2CCCCC2)n1N	55
O=C(Nc1nc2c(Br)cccc2s1)c1ccc(Br)s1	59
O=C(O)c1nccnc1C(=O)Nc1cc(C(F)(F)F)ccc1N1CCCC1	53
O=C(CSc1nnc(-c2ccc(Cl)s2)o1)Nc1ccc(C(F)(F)F)cc1	76
O=C(c1ccccc1F)N1CCC(c2nnc(C3CC3)s2)CC1	62
O=C(Cc1cccs1)Nc1nnc(-c2ccc(Cl)cc2Cl)o1	65
CC(=O)OC1=CCC2C3CC[C@@]4(C)CC(OC(C)=O)CCC4(C)C3C(OC(C)=O)CC12C (some centres not stated)	61
COC(=O)c1ccc(NC(=O)CSc2ncc(-c3ccc(OC)cc3)n2C)cc1	57
CCC1(c2cccc(OS(=O)(=O)c3ccc(C#N)cc3)c2)CCCCN(C)C1=O (configuration not stated)	45

# Copied from the list:
# In RMI-FANCM inh, COc1ccccc1NC(=O)Nc1nc(CC(=O)Nc2nc(C)cs2)cs1 is entered as 58
# In RMI-FANCM inh, O=C(c1ccccc1F)N1CCC(c2nnc(C3CC3)s2)CC1 is entered as 62
# In RMI-FANCM inh, O=C(Cc1cccs1)Nc1nnc(-c2ccc(Cl)cc2Cl)o1 is entered as 65
# In RMI-FANCM inh, O=C(CSc1nc(-c2ccccc2)cs1)NCc1ccco1 is entered as 76

# Additional structures:
SMILES	RMI-FANCM inh
O=C(COc1ccc(Cl)cc1)Nc1ccc2c(c1)CCCN2S(=O)(=O)c1cccs1	64
CN(C)c1nc2c(N)ncnc2n1[C@H]1O[C@@H](CO)[C@H](O)[C@@H]1O	53
C=CCNC(=O)CCn1cnc2c([nH]c3ccc(F)cc32)c1=O	62
O=c1ccn(C2OC(CO)C(O)C2O)c(=O)[nH]1 (configuration not stated)	57
COc1ccc(NC(=O)NCC(c2ccsc2)N(C)C)cc1 (configuration not stated)	85
CCOC(=O)N1CCc2c(sc(NC(=O)c3ccc(-c4ccccc4)cc3)c2C(N)=O)C1	129
Cc1ccc(C(=O)CSc2nnc3scc(-c4ccccc4)n23)cc1C	77
COc1cccc(-c2cn3c(C(=O)Nc4ccc(S(=O)(=O)Nc5ncccn5)cc4)csc3n2)c1	68
Cc1cc(NC(=O)c2ccccc2Cl)n(-c2nc3c(cnn3-c3cccc(C)c3C)c(=O)[nH]2)n1	65
CS(=O)(=O)c1ccc(Nc2nc(C(=O)N3CCC(C(N)=O)CC3)cs2)cc1	60
O=C(CSc1ccc(-c2ccc(-n3cccn3)cc2)nn1)N1CCCc2ccccc21	66
COc1cc(C(=O)NCCn2ncc3c(=O)n(Cc4cccc(C(F)(F)F)c4)cnc32)cc(OC)c1OC	68
Clc1ccc(-c2cn3nc(COc4ccc(Cl)cc4Cl)n4c3c2CCCC4)cc1	48
Cc1ccc(-c2nnc(Oc3cccc(C(F)(F)F)c3)c3ccccc23)cc1C	73
O=C(CC1CSc2nccc(=O)n21)N1CCCc2ccccc21 (configuration not stated)	55
O=C(Nc1cccc(Cl)c1)Nc1nc(CC(=O)N2CCN(C(=O)c3ccco3)CC2)cs1	56
CCOC(=O)c1nc(C)sc1-c1ccn[nH]1	54
CC(C)(O)C#Cc1ccc(/C=N\Nc2ncc(Cl)cc2C(F)(F)F)cc1	56
Cc1ccc2nc(NC(=O)c3ccc(=O)n(Cc4cccc(F)c4)n3)sc2c1	63
O=C(CCc1nc(-c2ccc(Cl)cc2)no1)NNC(=S)NCCc1ccccc1	63
CCOc1ccc(C(=O)Nc2nc3c(C)cc(C)cc3s2)cc1	56
COc1cccc(C(CNS(=O)(=O)c2cccc([N+](=O)[O-])c2)N2CCOCC2)c1 (configuration not stated)	49
CN(C)/C=C1\CCCc2ccccc2C1=O	57
CC(C)(C)SCCNC(=O)c1cccs1	49
O=c1cc(-c2ccc(F)cc2)nc(SCc2nc(-c3ccc4c(c3)OCO4)no2)[nH]1	77
COc1cc(/C=C\C(=O)Nc2cc(-c3cccs3)nn2-c2nc(C)cc(=O)[nH]2)cc(OC)c1OC	61
O=C(c1ccc(S(=O)(=O)N2CCOCC2)cc1)N1CCN=C1SCc1cccc([N+](=O)[O-])c1	62
CC(C)CCNC(=O)C1(c2cccs2)CCCC1	60
COC(=O)c1cc(OC)c(OC)cc1NC(=O)c1ccc2c(c1)OCCO2	60
C=CCSc1nnc(-c2ccccc2NC(=O)c2cc(S(=O)(=O)N3CCCCC3)ccc2OC)o1	63
CC(=O)[C@@]1(O)CC[C@H]2[C@@H]3C[C@H](C)C4=CC(=O)C=C[C@]4(C)[C@@]3(F)[C@@H](O)C[C@@]21C	55
